# Screens from PubChem.
# ANO1 activ – activators or potentiators of mouse TMEM16A chloride channel | Q8BHY3 | HEK293 TMEM16A/YFP-H148Q/I152L, iodide quench fluorescence; active compounds read low | B-score at 10 µM | actives 0.3% (n = 340,000) | AID 623877;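 active means fluorescence-ratio B-score plate-corrected deviation score at least 3 library SD below zero, with starting fluorescence score within 5 deviations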;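 further: channel opened by trigger with iodide after compound preincubation; score built on the fluorescence ratio of max minus min over baseline; more negative score means more quench and so TMEM16A activation or potentiation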
# MrgX1 antagonist – blocks BAM8-22 activation of human MrgX1 receptor; MRGX1-HEK293 calcium flux, Fluo-4, BAM8-22 antagonism; active compounds read low; B-score at 10 µM; actives 1.3% (n = 310,000); AID 588676;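 active means calcium-response B-score plate-corrected more than 3 library SD below zero, starting fluorescence within 5 deviations, no agonist response on first addition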;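 further: peak minus trough fluorescence over baseline after final BAM8-22 challenge near maximal dose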
# Target sequence (Q96LB2 whole entry, looked up): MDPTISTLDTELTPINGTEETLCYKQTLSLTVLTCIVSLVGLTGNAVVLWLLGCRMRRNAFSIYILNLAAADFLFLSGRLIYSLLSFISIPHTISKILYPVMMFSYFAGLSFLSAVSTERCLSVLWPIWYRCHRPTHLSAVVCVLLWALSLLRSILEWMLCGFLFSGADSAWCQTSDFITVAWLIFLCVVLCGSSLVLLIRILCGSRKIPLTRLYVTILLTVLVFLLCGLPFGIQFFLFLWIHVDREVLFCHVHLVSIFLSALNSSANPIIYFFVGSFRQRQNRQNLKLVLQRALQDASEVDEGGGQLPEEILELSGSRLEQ
# RGS4 block – human RGS4 inhibition | P49798 | HEK293 M3R/RGS4 inducible, Fluo-4 calcium flux; active compounds read high; triggered by carbachol at its EC20 | B-score at 10 µM | actives 0.45% (n = 310,000) | AID 463165;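 active means B-score, a plate-corrected calcium signal, over three deviations above library mean, with baseline fluorescence within five deviations of library mean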;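 further: RGS4 expression induced by doxycycline in cells with stable M3 receptor; B-score is computed from the integrated fluorescence ratio over baseline after carbachol; higher B-score means a larger calcium signal and so more RGS4 inhibition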
# Target sequence (P49798 whole entry, looked up): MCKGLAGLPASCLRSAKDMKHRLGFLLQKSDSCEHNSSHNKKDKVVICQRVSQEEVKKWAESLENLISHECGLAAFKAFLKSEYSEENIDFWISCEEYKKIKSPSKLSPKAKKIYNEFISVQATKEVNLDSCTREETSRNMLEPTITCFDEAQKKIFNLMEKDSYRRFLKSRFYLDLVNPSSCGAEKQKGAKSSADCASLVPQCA
# TRPC4 agonist – TRPC4 (mouse) channel activation | HEK293 TRPC4beta/mu-opioid, Fluo4 calcium fluorescence; active compounds read high | B-score at 10 µM | Q9QUQ5 | actives 0.49% (n = 310,000);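 active means B-score above 5 SD of library B-scores, and initial fluorescence ratio not above library mean plus 5 SD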;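 further: positive B-score marks a calcium rise read as TRPC4 activation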
#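 Test system: HEK293 cells stably co-expressing mouse TRPC4beta and mu-opioid receptor | Schedule: Fluo4 dye loading 45 min at room temperature, 110 s recording | Measured by: Kinetic Fluo4 calcium fluorescence, 5 s baseline at 1 Hz | Evaluation: B score of integrated ratio | Controls: Buffer (low) and maximal DAMGO (high)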
# MrgX1 ag – human MrgX1 receptor agonism, primary screen. Q96LB2. MrgX1-HEK293 cells, Fluo-4 calcium fluorescence, agonist mode; active compounds read high. B-score at 10 µM. actives 0.44% (n = 310,000). AID 588627;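 active means calcium response B-score plate-corrected fluorescence ratio at least 3 library SD, with starting fluorescence B-score inside 5 SD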
#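 Assay system: MrgX1-expressing HEK293 cells / Amount: fifteen thousand cells per well / Doses: test compound in the initial addition of three / Timing: cells plated overnight, dye loaded 0.5 h 37 °C, 0.5 h room temperature / Technique: kinetic calcium dye fluorescence, Fluo-4 NW / Control set: positive and negative controls per plate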
# TRPC6 inh – inhibitors of mouse TRPC6 channel. HEK293-TRPC6, membrane potential dye, ACh-evoked depolarization; active compounds read low. B-score at 10 µM. actives 1.1% (n = 310,000);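 active means B-score under library mean minus 3 SD, initial fluorescence not abnormally high, positive integrated signal ratio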;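 further: B-score derived from integrated fluorescence ratio over the kinetic read; more negative B-score means stronger inhibition of depolarization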
# ANO1 block – inhibitors of mouse TMEM16A calcium-activated chloride channel. Q8BHY3. HEK293 TMEM16A/YFP iodide influx fluorescence, ionomycin. normalized B-score (activity score, 25-100; higher = stronger inhibition) at 10 µM. actives 1.2% (n = 310,000). AID 588511;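 active means ratio plate-corrected score three or more library SD toward inhibition, starting fluorescence score within five deviations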;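 further: score derived from kinetic fluorescence span divided by baseline fluorescence per well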
# TRPC4 potent – TRPC4 (mouse) allosteric potentiation. Q9QUQ5. HEK293 TRPC4beta/mu-opioid, DAMGO EC20, Fluo-4 Ca2+ flux; active compounds read high. B-score at 10 µM. actives 0.42% (n = 310,000);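 active means B-score of calcium response area above 5 SD of library B-scores, with initial fluorescence ratio within 5 SD of library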;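 further: B-score of integrated fluorescence ratio over time as area under calcium response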
# TRPC4 inh – blocks the mouse TRPC4 cation channel; Q9QUQ5; HEK293 TRPC4beta/mu-opioid, DAMGO-evoked Fluo4 calcium flux; active compounds read low; actives 0.39% (n = 300,000); B-score at 10 µM;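 active means B-score over 3 SD under the library average, no early fluorescence shift, positive overall ratio signal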
#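 Assay system: Stable TRPC4beta/mu-opioid receptor HEK293 cells | Reagent: DAMGO in two steps, submaximal then maximal | Compound dosing: Single concentration per test compound | Signal: Fluo4 Ca2+ flux fluorescence | Evaluation: Per-well B score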
# MrgX1 allo act – allosterically activates human MrgX1 receptor signaling; Q96LB2; actives 0.63% (n = 310,000); B-score at 10 µM; AID 588675; MrgX1-HEK293, Fluo-4 calcium flux, FDSS; active compounds read high;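 active means plate-corrected calcium response at least 3 library SD above typical, normal starting fluorescence, not activating the receptor alone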;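 further: compound read alongside a low EC10 to EC30 dose of BAM8-22 agonist; peak minus trough fluorescence over baseline measured at the second addition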
# TRPC6 act – activators of mouse TRPC6 channel; actives 0.13% (n = 310,000); B-score at 10 µM; AID 2550; HEK293-TRPC6 membrane potential dye fluorescence; active compounds read high;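 active means B-score of the integrated fluorescence ratio above library mean plus 3 SD, and starting fluorescence ratio within library mean plus 5 SD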;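 further: higher score means more depolarization so channel activation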
# Active calls of the source: *; i = inactive; / = no result given.
SMILES,ANO1 activ,MrgX1 antagonist,RGS4 block,TRPC4 agonist,MrgX1 ag,TRPC6 inh,ANO1 block,TRPC4 potent,TRPC4 inh,MrgX1 allo act,TRPC6 act
O=C(NCCN1CCOCC1)c1ccc(=O)n(Cc2ccc(Cl)cc2)c1,i,i,i,i,i,i,i,i,i,i,i
CCCCCc1nc2sc3c(c2c(=O)n1N)CCC3,i,i,i,i,i,i,i,i,i,i,i
C1=C(c2ccccc2)CCN(c2ncnc3nc[nH]c23)C1,i,i,i,i,i,i,i,i,i,i,i
CC(C)(C)n1ncc2c(=O)n(CC(=O)c3ccc(Cl)cc3)cnc21,i,i,i,i,i,i,i,i,i,i,i
CCCCN1CNC(=S)N(c2ccccc2OCC)C1,i,i,i,i,i,i,i,i,i,i,i
Cc1nc2c(C)cccn2c1/C(O)=C1\C(=O)C(=O)N(CCN(C)C)C1c1ccco1 (configuration not stated),i,i,i,i,i,i,i,i,i,i,i
CC(C)=C1Cc2ccccc2C1=O,i,i,i,i,i,i,i,i,i,i,i
CCn1ncc(/C=N\NC(=O)c2cc(-c3ccc(C)cc3C)nc3ccccc23)c1C,i,i,i,i,i,i,i,i,i,i,i
Cc1ccc(NC(=O)CN2CCC(NC(=O)c3cccc(F)c3)CC2)cc1C,i,i,i,i,i,i,i,i,i,i,i
COc1cc(O)c(NC(C)=O)c2nonc12,i,i,i,i,i,i,i,i,i,i,i
O=C(CCl)N(Cc1cc(=O)[nH]c2ccccc12)c1ccccc1,i,i,i,i,i,i,i,i,i,i,i
CCO/N=C(/C)c1c(O)cc(-c2ccccc2)n(-c2ccccc2)c1=O,i,i,i,i,i,i,i,i,i,i,i
O=C(N=C1SC2CS(=O)(=O)CC2N1c1ccccc1C(F)(F)F)C1CCCO1 (configuration not stated),i,i,i,i,i,i,i,i,i,i,i
Nn1c(SCc2cccc3ccccc23)nnc1-c1ccco1,i,i,i,i,i,i,i,i,i,i,i
COc1ccc(S(=O)(=O)N2CCCC2CNC(=O)C(=O)NCc2ccccn2)cc1 (configuration not stated),i,i,i,i,i,i,i,i,i,i,i
Cc1cc(NC(=O)c2ccc(C)s2)n(-c2nc3ccccc3[nH]2)n1,i,i,i,i,i,i,i,i,i,i,i
CC(C)CCNC(=O)C1c2ccccc2Oc2ccccc21,i,i,i,i,i,i,i,i,i,i,i
C=CCOC(=O)C1=C(C)NC(C)=C(C(=O)OCC=C)C1c1ccc(C)o1,i,i,i,i,i,i,i,i,i,i,i
Cc1cccc(NC(=S)N(CCc2ccncc2)C(C)C)c1C,i,i,i,i,i,i,i,i,i,i,i
Cc1csc(NC(=O)c2ccco2)n1,i,i,i,i,i,i,i,i,i,i,i
COc1ccc2c(CC(=O)N[C@@H](Cc3c[nH]c4ccccc34)C(=O)O)cc(=O)oc2c1,i,i,i,i,i,i,i,i,i,i,i
COc1ccc(C(=O)Nn2c(C)ccc2C)cc1OC,i,i,i,i,i,i,i,i,i,i,i
COc1ccc(CNC(=O)CN2C(=O)NC(C)(c3cccc4ccccc34)C2=O)cc1OC (configuration not stated),i,i,i,i,i,i,i,i,i,i,i
COc1ccc(Cl)cc1NC(=S)NCc1cccs1,i,i,i,i,i,i,i,i,i,i,i
COC(=O)c1cc(CNC(=O)C(C)NS(=O)(=O)c2ccc(C)c(C)c2)ccc1OC (configuration not stated),i,i,i,i,i,i,i,i,i,i,i
O=C(NC(=S)N1CCCCCC1)c1ccccc1,i,i,i,i,i,i,i,i,i,i,i
O=C(Nc1ccc(Cl)cc1)OC(CN1CCCCC1)C(F)(F)F (configuration not stated),i,i,i,i,i,i,i,i,i,i,i
CC(=O)OCn1ncc(N2CCOCC2)c(Br)c1=O,i,i,i,i,i,i,i,i,i,i,i
COc1ccc(N(C(=O)c2ccn[nH]2)C(C(=O)NC2CCCC2)c2ccc(F)cc2)cc1 (configuration not stated),i,i,i,i,i,i,i,i,i,i,i
CN(C)c1ccc(NC(=O)CCn2c(=S)oc3ccccc32)cc1,i,i,i,i,i,i,i,i,i,i,i
c1ccc(CNCCC(Cc2ccccc2)c2ccco2)cc1 (configuration not stated),i,i,i,i,i,i,i,i,i,i,i
COc1ccc(NC(=O)CSc2ccc(-c3cccnc3)nn2)cc1,i,i,i,i,i,i,i,i,i,i,i
COc1ccc(CCNC(=O)[C@@H](NC(N)=O)C(C)C)cc1,i,i,i,i,i,i,i,i,i,i,i
COc1ccc(NC(=O)[C@H](C)NC(=O)C2CCN(S(=O)(=O)c3ccc(C)cc3)CC2)cc1,i,i,i,i,i,i,i,i,i,i,i
CC(=O)Nc1ccc(NC(=O)CSc2ccc3nnc(-c4cccnc4)n3n2)cc1,i,i,i,i,i,i,i,i,i,i,i
COCCNC(=O)c1ccc2c(=O)n(Cc3ccco3)c(SCC(=O)Nc3ccc(OC)cc3OC)nc2c1,i,i,i,i,i,i,i,i,i,i,i
COc1ccc(C(=O)N2CCN(C(=O)c3ccco3)CC2)cc1,i,i,i,i,i,i,i,i,i,i,i
Cn1c(CC(=O)c2ccc(Br)cc2)[n+](C)c2ccccc21,i,i,i,i,i,i,i,i,i,i,i
COc1ccc(/C=N/NC(=O)C[n+]2ccccc2)c(OC)c1,i,i,i,i,i,i,i,i,i,i,i
CCn1c(COc2ccc(Cl)c(C)c2)nnc1SCC(=O)N1CCCC1,i,i,i,i,i,i,i,i,i,i,i
COc1cc([N+](=O)[O-])ccc1NC(=S)Nc1cccc(C(=O)O)c1,i,i,i,i,i,i,i,i,i,i,i
Cc1nnsc1C(=O)NC1CCCc2c1cnn2-c1cc(F)cc(F)c1 (configuration not stated),i,i,i,i,i,i,i,i,i,i,i
COc1ccc(N(CCC#N)C(=O)/C(C#N)=C\c2cccs2)cc1,i,i,i,i,i,i,i,i,i,i,i
CC(=O)N1C(c2ccccc2O)C[C@]2(C)CC(=O)NC12 (some centres not stated),i,i,i,i,i,i,i,i,i,i,i
Cc1ccc(S(=O)(=O)N2CCC(=O)N(CCOCc3cccc(C)c3)CC2)cc1,i,i,i,i,i,i,i,i,i,i,i
CCCn1c(SCC(=O)NCc2ccco2)nc2c1c(=O)n(C)c(=O)n2C,i,i,i,i,i,i,i,i,i,i,i
COc1cccc2c(Nc3ccccc3C)cc(C)nc12,i,i,i,i,i,i,i,i,i,i,i
COC(=O)COc1nc(C)c2c(c1C#N)CC(C)(C)OC2,i,i,i,i,i,i,i,i,i,i,i

# Part of the list above in a different format.
CCCCN1CNC(=S)N(c2ccccc2OCC)C1
  ANO1 activ: i
  MrgX1 antagonist: i
  RGS4 block: i
  TRPC4 agonist: i
  MrgX1 ag: i
  TRPC6 inh: i
  ANO1 block: i
  TRPC4 potent: i
  TRPC4 inh: i
  MrgX1 allo act: i
  TRPC6 act: i
Cc1nc2c(C)cccn2c1/C(O)=C1\C(=O)C(=O)N(CCN(C)C)C1c1ccco1 (configuration not stated)
  ANO1 activ: i
  MrgX1 antagonist: i
  RGS4 block: i
  TRPC4 agonist: i
  MrgX1 ag: i
  TRPC6 inh: i
  ANO1 block: i
  TRPC4 potent: i
  TRPC4 inh: i
  MrgX1 allo act: i
  TRPC6 act: i

# The results go on:
SMILES,ANO1 activ,MrgX1 antagonist,RGS4 block,TRPC4 agonist,MrgX1 ag,TRPC6 inh,ANO1 block,TRPC4 potent,TRPC4 inh,MrgX1 allo act,TRPC6 act
Cc1cc2c(OCC(O)CNCc3ccco3)cccc2[nH]1 (configuration not stated),i,i,i,i,i,i,i,i,i,i,i
Cc1cc(N2CCN(S(=O)(=O)c3ccccc3)CC2)c2ccccc2n1,i,i,i,i,i,-8.9*,i,i,i,i,i
COc1ccc(OC)c(NC(=O)Cn2cnc3c(cnn3-c3ccccc3)c2=O)c1,i,i,i,i,i,i,i,i,i,i,i
COc1ccc(Cl)cc1S(=O)(=O)N1CCCC(C(=O)N2CCOCC2)C1 (configuration not stated),i,i,i,i,i,i,i,i,i,i,i
O=P(Cc1cc(Br)cc(Br)c1OCCO)(c1ccccc1)c1ccccc1,i,i,i,i,i,i,i,i,i,i,i
Cc1nn(C(C)C(=O)NCCCN2CCCC2)c(=O)c2nn(-c3ccccc3)c(C)c12 (configuration not stated),i,i,i,i,i,i,i,i,i,i,i
COc1ccc(/C=C/C(=O)c2ccc3c4c(cccc24)CC3)cc1OC,i,i,i,i,i,i,i,i,i,i,i
COc1ccc(S(=O)(=O)NCc2ccco2)c2ccccc12,i,i,i,i,i,i,i,i,i,i,i
Cc1ccc(CNC(=O)COC(=O)c2cncc(Br)c2)cc1,i,i,i,i,i,i,i,i,i,i,i
COc1cc(C2/C(=C(/O)c3ccc(OCC(C)C)cc3)C(=O)C(=O)N2CCN(C)C)ccc1O (configuration not stated),i,i,i,i,i,i,i,i,i,i,i
Oc1[nH]c2ccccc2c1C=Nc1ccccc1,i,i,i,i,i,i,i,i,i,i,i
COc1ccc(-n2nnc3c(=O)n(CC(=O)NCC4CCCO4)cnc32)cc1 (configuration not stated),i,i,i,i,i,i,i,i,i,i,i
Cc1cc(OCC(=O)N2CCCC2)cc(C)c1Cl,i,i,i,84*,i,i,i,i,i,i,i
CCCCOc1ccc(Cl)cc1CSc1n[nH]c(C)n1,i,i,i,i,i,i,i,i,i,i,i
C/C(CC(=O)Nc1ccccn1)=N\NC(=O)c1ccc([N+](=O)[O-])cc1Cl,i,i,i,i,i,i,i,i,i,i,i
CC(C(=O)N1CCOCC1)(c1ccccc1)c1ccccc1,i,i,i,i,i,i,i,i,i,i,i
COC(=O)[C@H]1C[C@@H]1[C@H](NC(=O)c1cc(C)on1)c1ccccc1,i,i,i,i,i,i,i,i,i,i,i
CC(C)CCNC(=O)c1ccc(-c2ccccc2)cc1,/,i,i,i,i,i,i,i,i,i,i
CCCCNC(=O)/C(C#N)=C/c1ccc(C(=O)OC)cc1,i,i,i,i,i,i,i,i,i,i,i
N#CCCn1cc(C(=O)O)c(-c2cccs2)n1,i,i,i,i,i,i,i,i,i,i,i
CC(=O)c1cc(C#N)c(Oc2cccc(C(F)(F)F)c2)nc1C,i,i,i,i,i,i,i,i,i,i,i
O=c1c(-c2ccccc2)cnc2n1CCS2,i,i,i,i,i,i,i,i,i,i,i
